PLCg1 inh = blocks human PLC-gamma1 enzyme activity; purified PLC-gamma1, fluorogenic substrate, fluorescence; inhibition, % at 12.2 µM; hit rate 0.84% among 370,000; in the data active = inhibition above about 9.5%
Target sequence (P19174 whole entry, looked up): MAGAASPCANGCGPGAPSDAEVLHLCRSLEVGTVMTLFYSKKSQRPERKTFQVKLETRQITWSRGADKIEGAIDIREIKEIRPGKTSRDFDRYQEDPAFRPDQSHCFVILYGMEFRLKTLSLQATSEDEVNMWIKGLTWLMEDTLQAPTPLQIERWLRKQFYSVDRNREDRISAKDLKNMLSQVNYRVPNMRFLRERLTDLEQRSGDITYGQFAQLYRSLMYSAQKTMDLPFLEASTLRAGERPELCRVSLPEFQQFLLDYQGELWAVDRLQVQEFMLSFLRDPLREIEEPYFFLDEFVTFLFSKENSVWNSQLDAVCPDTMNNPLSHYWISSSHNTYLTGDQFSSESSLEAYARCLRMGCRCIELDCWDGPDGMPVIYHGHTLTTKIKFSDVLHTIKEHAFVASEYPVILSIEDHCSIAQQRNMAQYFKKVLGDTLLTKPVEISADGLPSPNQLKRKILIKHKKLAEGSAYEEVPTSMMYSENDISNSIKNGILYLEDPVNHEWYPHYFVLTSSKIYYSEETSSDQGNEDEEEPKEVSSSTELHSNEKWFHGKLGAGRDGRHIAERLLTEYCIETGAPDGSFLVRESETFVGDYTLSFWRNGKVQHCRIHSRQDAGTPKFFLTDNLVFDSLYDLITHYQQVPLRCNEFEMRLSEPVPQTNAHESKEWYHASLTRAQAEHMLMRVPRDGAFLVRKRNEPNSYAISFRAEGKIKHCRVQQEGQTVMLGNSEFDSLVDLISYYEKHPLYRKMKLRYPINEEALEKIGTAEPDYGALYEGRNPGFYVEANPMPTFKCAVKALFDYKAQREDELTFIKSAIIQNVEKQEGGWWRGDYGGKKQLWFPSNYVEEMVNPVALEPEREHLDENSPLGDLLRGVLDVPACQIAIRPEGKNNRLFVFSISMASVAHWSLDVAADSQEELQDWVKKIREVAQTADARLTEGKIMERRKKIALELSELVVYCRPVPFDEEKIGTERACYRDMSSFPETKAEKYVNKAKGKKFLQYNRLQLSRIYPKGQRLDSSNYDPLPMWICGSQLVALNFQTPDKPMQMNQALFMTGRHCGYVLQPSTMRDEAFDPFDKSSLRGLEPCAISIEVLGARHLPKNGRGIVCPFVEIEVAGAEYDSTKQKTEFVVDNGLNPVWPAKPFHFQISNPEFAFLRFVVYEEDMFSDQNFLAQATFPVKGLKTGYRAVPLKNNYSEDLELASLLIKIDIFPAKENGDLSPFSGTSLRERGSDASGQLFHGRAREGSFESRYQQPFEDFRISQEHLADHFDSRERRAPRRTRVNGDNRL
ssDAF-12 act = activators of S. stercoralis DAF-12 nuclear receptor | HEK293 ssDAF-12/GRIP1 lit1-tk-luc reporter, luminescence; % of 3 µM dafachronic acid response | activation, % at 6.8 µM | hit rate 1% among 370,000 | AID 652126;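 active = activation above the mean over all tested compounds plus 3 SD, cut at about 0.9% in these data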;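 note: 0% = DMSO-only wells and 100% = 3 µM delta7-dafachronic acid wells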
DAX1 inh-1 = inhibitors of human orphan nuclear receptor DAX1 (NR0B1). P51843. HEK293 Gal4-DAX1 luciferase reporter, luminescence. inhibition, % at 6.75 µM. hit rate 0.99% among 340,000. AID 504766;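 active = inhibition above the mean over all tested compounds plus 3 SD, cut at about 4.2% in these data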;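 note: 0% = DAX1-transfected cells with DMSO and 100% = empty-vector control cells with DMSO; inhibition shows as a rise in luminescence from relieved DAX1 repression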
ADAM10 inh = ADAM10 inhibition, QFRET primary screen; hit rate 0.62% among 370,000; O14672; recombinant ADAM10, EDANS/DABCYL FRET peptide cleavage, 3 h; inhibition, % at 7 µM; AID 720582;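 active = inhibition above a per-campaign cutoff equal to the mean of compounds falling between control-based bounds plus 3 SD, cut at about 20% in these data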;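 note: 0% = DMSO wells while the 100% control is not disclosed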
ADAM17 inh = inhibits human ADAM17; P78536; recombinant ADAM17, EDANS/DABCYL FRET peptide cleavage; inhibition, % at 6.95 µM; hit rate 0.83% among 370,000;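 active = inhibition above the mean of compounds lying between control limits plus 3 SD, set per campaign, cut at about 8.5% in these data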;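 note: 0% = DMSO-only wells as the low control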
hgDAF12 agonist = agonists of H. glycines DAF-12 nuclear receptor | HEK293 GAL4-hgDAF12 UAS-luciferase reporter, agonist luminescence; normalized to butyrate control | AID 687014 | hit rate 1.8% among 370,000 | activation, % at 6.8 µM;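 active = activation above a cutoff set at the mean of all screened compounds plus 3 SD, cut at about 10% in these data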;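 note: 0% = DMSO wells and 100% = sodium butyrate wells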
DAX1 inh-2 = blocks DAX1 repression of SF-1 activated StAR promoter | inhibition, % at 6.8 µM | AID 652010 | HEK293T StAR-luciferase reporter, SF-1/DAX-1 repression relief | hit rate 1.1% among 370,000;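 active = inhibition above the mean over all tested compounds plus 3 SD, cut at about 3.6% in these data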;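 note: 0% = DAX-1 cells with DMSO and 100% = cells lacking DAX-1 with DMSO; higher inhibition means more luminescence from relief of DAX-1 repression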
sPLA2-III inh = Inhibits HGIII-sPLA2 liposome hydrolysis, primary screen | hit rate 0.56% among 370,000 | AID 743126 | Q9NZ20 | inhibition, % at 12.2 µM | QFRET BODIPY PC-A2 liposome hydrolysis, fluorescence;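 active = inhibition above mean plus 3 SD of compounds lying within the high and low control bounds, cut at about 19% in these data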;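 note: 0% = median of test compound wells and 100% = no enzyme DMSO wells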
GAA850 FXN act = increases GAA850 frataxin promoter reporter activity. hit rate 0.56% among 360,000. activation, % at 6 µM. HEK293 lucGAA850 FXN promoter luciferase reporter, 24 h; percent of 10 µM SAHA response;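 active = activation above the average of all compounds screened plus 3 SD, cutoff fixed separately per campaign, cut at about 7.5% in these data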;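 note: 0% = DMSO wells and 100% = 10 µM SAHA wells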
hcDAF-12 act = activators of H. contortus DAF-12 nuclear receptor | hit rate 1.4% among 370,000 | HEK293 hcDAF-12 lit1-tk-luc reporter, luminescence; 0% DMSO, 100% Δ7-dafachronic acid | activation, % at 6.8 µM | AID 652067;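 active = activation above the mean of all tested compounds plus 3 SD, cut at about 5.5% in these data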;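 note: 100% = response to 3 µM Δ7-dafachronic acid high control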
PLCb3 inh = inhibitors of human phospholipase C beta3; Q01970; Purified PLC-beta3, fluorogenic substrate, fluorescence; inhibition, % at 12.2 µM; hit rate 0.18% among 370,000; in the data active = inhibition above about 11%;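 note: 0% = median of compound wells on plate and 100% = full blocker control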
The depositor's hits bear a star; i = inactive; . = no result given. Not a hit list; overall some 6.9% were active at least once.

SMILES	PLCg1 inh	ssDAF-12 act	DAX1 inh-1	ADAM10 inh	ADAM17 inh	hgDAF12 agonist	DAX1 inh-2	sPLA2-III inh	GAA850 FXN act	hcDAF-12 act	PLCb3 inh
CCCCN(CC)C(=O)Cc1ccccc1OC	-1	-1.6	0.9	16	0	-1.5	-0.1	5	2.1	-1.2	7
Cc1sc2nc(SCC(=O)NCCCO)n(-c3ccccc3)c(=O)c2c1C	1	-1.3	0.2	-9	-7	-2.8	0.8	10	-0.4	0.0	-1
CS(=O)(=O)c1ccc(NC(=O)CN2C(=O)C3CCCCC3C2=O)cc1 (centres undefined)	-7	-0.9	0.0	7	3	-0.6	0.4	6	-0.2	-0.1	-2
O=S1(=O)c2ccccc2OC(COCc2ccccc2)CN1Cc1ccccc1 (centres undefined)	1	-1.3	0.7	1	1	1.1	-1.1	2	0.5	-0.5	1
Cc1ccc(-c2[nH]ncc2/C=N/n2c(COc3ccccc3)nc3ccccc3c2=O)cc1	-1	-0.7	-2.6	2	1	0.8	-0.4	-8	-4.3	-0.4	0
COc1ccc(S(=O)(=O)N2CCC(C(=O)NC3(C)CCS(=O)(=O)C3)CC2)cc1OC (centres undefined)	2	-1.4	-0.7	-1	-2	-3.2	0.2	-8	1.5	-0.6	0
CCc1ccc(OC)c(-c2csc(N)n2)c1	1	-0.9	0.8	-2	-4	-0.3	-0.4	5	-1.1	1.3	-7
C[C@@H]1C(=O)O[C@H]2[C@H]1CC[C@@]1(C)C(=O)C=C[C@@](C)(O)[C@H]21	0	-1.0	0.9	3	-3	0.1	0.1	2	-3.5	-0.8	-1
CCCCC1=CC2=CC(=O)C(C)(OC(=O)CC)C(=O)C2=CN1Cc1ccccc1 (centres undefined)	-45	-1.6	0.9	-17	-6	-0.3	0.0	-5	2.6	-1.4	-61
CCNc1ccccc1	-2	-1.0	.	-8	-7	4.4	0.5	9	.	5.5	-3
CN(C)S(=O)(=O)c1ccc(NC(=S)NC(=O)Cc2ccccc2)cc1	2	-1.3	-1.1	4	-1	0.4	-0.1	0	1.8	-1.5	0
CC(C)(C)CN1C(N)=NC[C@@H]1Cc1ccc(O)cc1	1	-1.3	1.2	-8	-4	-0.4	0.2	5	-0.2	-0.2	1

Continued, overlapping the part above by 2 compounds.
SMILES	PLCg1 inh	ssDAF-12 act	DAX1 inh-1	ADAM10 inh	ADAM17 inh	hgDAF12 agonist	DAX1 inh-2	sPLA2-III inh	GAA850 FXN act	hcDAF-12 act	PLCb3 inh
CN(C)S(=O)(=O)c1ccc(NC(=S)NC(=O)Cc2ccccc2)cc1	2	-1.3	-1.1	4	-1	0.4	-0.1	0	1.8	-1.5	0
CC(C)(C)CN1C(N)=NC[C@@H]1Cc1ccc(O)cc1	1	-1.3	1.2	-8	-4	-0.4	0.2	5	-0.2	-0.2	1
CC(C)C(C)(C#N)NC(=O)CSc1nc2scc(-c3ccccc3)c2c(=O)[nH]1 (centres undefined)	-2	-1.0	-1.6	3	1	-0.2	-0.4	-46	-0.3	-2.1	-6
Cc1nn(CC(=O)N(C)C)c(C)c1S(=O)(=O)N1CCOCC1	-3	-0.8	-0.1	-10	-6	-0.5	-0.6	8	-0.1	1.3	-6
Nc1[nH]c(C(=O)c2ccccc2)c(-c2ccncc2)c1C(=O)NCCc1c[nH]c2ccccc12	2	-1.2	.	2	5	-1.8	0.4	-30	.	-0.1	3
CCOC(=O)/C=C/c1ccccc1S(=O)(=O)NC(C)(C)C	-2	-1.1	-0.7	-6	-4	-0.8	-0.8	-4	-0.3	-1.5	-1
COC(=O)N/N=C/c1cn(CCOc2ccccc2)c2ccccc12	-4	-1.8	2.4	9	1	2.8	0.1	-19	2.4	-1.5	-5
COc1ccc(CCNC(=O)CCS(=O)(=O)c2ccc3c(c2)NC(=O)CS3)cc1OC	3	-0.8	-0.3	-1	-7	-2.3	-0.1	4	-0.8	-1.0	-6
O=C(N/C(=C/c1ccc([N+](=O)[O-])cc1)C(=O)N1CCOCC1)c1ccco1	-8	-0.5	0.1	-6	2	0.8	-0.4	-2	-1.5	-1.2	-10
CCOC(=O)c1n[nH]c(=O)c2ccccc12	0	-1.2	.	2	-6	-0.7	0.5	3	2.8	-1.8	-1
Cc1cc(C)cc(C(O)c2ncc(-c3ccccc3F)[nH]2)c1 (centres undefined)	3	-1.1	.	-17	0	3.1	-0.7	0	1.1	-2.2	4
Cc1cc2nc(C)c3c(n2n1)CCC3	-30	-0.9	-0.5	-24	-8	-0.2	-0.4	-1	1.5	-0.6	-40
COCCOC(=O)C1=C(C)N=C2SCCC(=O)N2C1/C=C/c1ccccc1 (centres undefined)	7	-1.3	-0.4	8	-2	-1.6	0.2	0	0.6	-0.8	-8
O=C(CSc1nnc(CNC(=O)c2cccc(C(F)(F)F)c2)o1)NC1CCCC1	4	-1.1	0.2	-2	1	-2.1	0.8	4	-0.2	-0.4	-10
CCCN1Cc2cccc(C(=O)Nc3ccc4c(c3)OCCO4)c2C1=O	4	-0.5	4.6*	-7	-6	1.5	0.5	18	-1.1	1.0	-2
CCOC(=O)N1CCN(CC(O)c2ccc3cc[nH]c3c2)CC1 (centres undefined)	-26	-0.6	-0.6	-32	-6	3.4	-0.3	-18	-0.7	2.6	-34
COc1cccc(NC(=O)CN(C)C(=O)CC2CC3CCC2C3)c1 (centres undefined)	7	-0.6	2.3	3	-2	-2.5	-0.6	1	1.6	-0.7	-1
O=S(=O)(c1ccc(NC(=S)NC2CCCC2)cc1)N1CCCC1	3	-1.2	-0.4	14	3	5.3	0.0	4	2.2	-2.9	5
COc1ccc(NC(=O)CSc2nnc(CCC(=O)O)c(=O)n2N)cc1	-1	-1.3	1.2	-5	-5	-1.2	-0.7	2	0.2	0.8	0
O=C(NCc1ccncc1)c1cc(C(=O)C2CC2)c[nH]1	-1	-0.8	-1.0	-5	-3	1.6	-0.7	5	-1.2	-1.3	2
COc1ccc2oc(=Nc3ccccc3)c(-c3nc4ccccc4[nH]3)cc2c1	i	3.8*	1.4	-119	-37	21*	5.0*	0	7.9*	22*	i
C/C(=N/Nc1nc(C)cc(C)n1)c1ccc(Br)cc1	0	-0.8	-0.1	-7	-5	-1.9	0.0	8	0.7	0.3	-3
COC1CCCN(Cc2c(C(=O)N3CCN(C4CCCCC4)CC3)nc3ccccn23)C1 (centres undefined)	-79	-1.4	-0.3	-82	-27	0.4	-1.6	1	-0.3	0.7	-61
CCOC(=O)C1CCN(C(=O)Cn2ncc3c([nH]c4ccccc43)c2=O)CC1	1	-1.0	0.1	-6	-3	1.3	-0.2	7	1.5	-2.9	-10
Nc1nn2cc(-c3ccc(Br)cc3)nc2c2ccccc12	-336	1.6*	1.5	i	-386	10	3.1	0	12*	11*	-492
COC(=O)c1c(C(=O)OC)c2cc(C)ccn2c1Cl	-114	-1.2	1.8	-232	-70	-0.8	-0.2	2	-2.2	2.0	-148
COc1ccc(OC)c(C(=O)NC2CCCc3c2cnn3-c2cc(C)cc(C)c2)c1 (centres undefined)	-1	-1.6	-1.9	-17	-2	-7.0	0.9	-5	-4.2	-3.2	-3
CC1CCCCC1NC(=O)CSc1nnc(CN2CCOCC2)n1C (centres undefined)	1	-1.3	0.0	4	-2	-1.8	0.9	-2	-0.9	0.4	0
COc1ccc2cc(S(=O)(=O)N3CCCCC3)ccc2c1S(=O)(=O)N1CCCCC1	3	-1.5	1.4	9	0	-0.4	0.0	6	-1.4	2.5	3
CC1(C)CC(=O)C=C(Nc2ccc(F)c(Cl)c2)C1	1	-1.8	-0.4	-6	1	0.6	0.2	-12	0.8	-0.9	-3
N#Cc1cc(Oc2ccc3ccccc3c2)c(-n2nnc3ccccc32)cc1C#N	-1	-1.8	-0.7	-9	-6	-2.9	-0.5	4	2.0	-1.2	2
C=CCn1cccc(C(=O)Nc2ccc(SC)cc2)c1=O	-50	-1.1	-0.4	-2	-2	6.9	-0.5	-1	3.6	-1.0	-64
O=c1c2c(nc3n1CCCCC3)sc1c(O)cccc12	-28	0.8	-0.7	3	0	13*	4.8*	-2	1.6	5.9*	-32
CCOc1ccc(NC(=O)CCN2CCN(c3ccccc3OC)CC2)cc1	-4	-1.5	0.0	3	-3	-2.3	-0.1	-5	0.0	-2.2	0
CCCCCSc1nnc(-c2ccccc2N)c(=O)[nH]1	-9	-0.7	-1.4	7	1	0.8	0.2	6	1.1	0.2	-17
O=[N+]([O-])c1ccc(N/N=C/c2cccc(O)c2O)c(S(=O)(=O)N2CCOCC2)c1	15*	-2.3	-1.2	30*	8	-4.3	0.5	31*	5.2	-1.1	-5
C/C(CC(C)C)=N\Oc1nc(C)cc(C)n1	9.9*	-0.1	.	9	5	3.5	0.3	11	1.1	1.7	-3
CCN(CC)CCCN1C=C2C(=O)C(C)(OC(=O)CCC(=O)OC)C(=O)C(Br)=C2C=C1c1ccc(OC)cc1 (centres undefined)	-77	-0.6	2.1	-64	-16	0.8	0.7	-6	0.4	2.0	-117
O=c1c(-c2ccc(Br)cc2)[n+]([O-])c2ccccc2n1OCc1ccccn1	-14	-1.3	-0.8	-3	-3	1.7	-0.2	2	2.5	2.0	-20
CNc1nc(N(C)C)nc(N(C)C)n1	1	-0.3	0.0	1	-6	-0.7	-0.3	2	-0.7	4.0	6
Cc1nnc(SCC(=O)N2CCCC2)n(N)c1=O	2	-1.4	-0.2	-2	-3	-0.7	0.4	0	2.6	0.7	-2
C=C(C)[C@H]1CC=C(C)C(=O)C1	2	-1.7	0.4	-5	-2	1.3	0.2	1	-2.6	-1.0	3
O=C(c1cc(-c2ccco2)on1)N1CCc2ccccc2C1	-11	-1.6	1.2	14	6	1.0	0.8	11	0.3	0.9	-16
COc1cc(NC(=S)NCCc2ccccc2)c(OC)cc1NC(=O)CC(C)C	2	-1.8	0.1	1	-2	-3.9	0.1	8	-1.6	-1.9	-1
Cc1ccc2cccnc2c1N	-1	-1.3	-0.2	-2	-6	-0.3	-1.0	3	-0.4	0.9	-13
N#Cc1ccc(NC2c3ccccc3CC2O)cc1 (centres undefined)	1	-1.4	0.3	-9	-9	-4.1	-2.2	6	2.0	-0.7	-1
CCOC(=O)c1sc(-c2cccs2)nc1C	-27	-1.2	0.1	-62	-22	3.2	1.0	-1	4.0	-1.5	-48
NC(=O)c1cc2cc(Cl)ccc2oc1=O	-18	-0.5	-0.1	-92	-29	-1.3	-0.8	2	1.2	-1.3	-27
CCc1ccc(CN2CCN(S(=O)(=O)Cc3ccccc3)CC2)cc1	-2	-2.1	-2.4	4	4	-2.0	-1.2	2	0.9	-1.2	1
O=S(=O)(NCCOc1ccccc1F)c1cccc(Br)c1	-1	-1.5	0.3	6	-1	-0.8	0.0	-22	0.1	0.6	-5
O=C(O)c1ncn(Cc2ccccc2)c1C(=O)O	1	-0.8	-0.2	10	-2	-1.2	0.2	6	-0.2	0.2	-1
Cc1oc(C)c2c(=O)ccc3c(c12)OC(N)=C(C#N)C3c1ccccc1Cl (centres undefined)	-51	-1.7	0.4	-26	-10	0.2	0.4	-8	1.0	-0.5	-62

From PubChem BioAssay
